RTF Ca sens inh: cardiac RTF calcium desensitization; IANBD-labeled cardiac RTF, Ca2+ fluorescence; inhibition, % at 7.15 µM; P19429+P45379; 340,000 compounds, 0.12% hits;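 active = inhibition above the mean inhibition of all tested compounds plus 3 SD, cut at about 17% in these data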;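 note: assay run at fixed EC70 calcium of 1.6 mM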
Rtt109 HAT inh: inhibitors of Candida albicans Rtt109/Vps75 histone acetyltransferase; Q5AAJ8; purified Rtt109/Vps75, ThioGlo CoA-SH fluorescence, 4 h; inhibition, % at 34.9 µM; 330,000 compounds, 0.16% hits; AID 540336;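 active = inhibition of at least 50% in every replicate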
Target sequence (Q5AAJ8 whole entry, looked up): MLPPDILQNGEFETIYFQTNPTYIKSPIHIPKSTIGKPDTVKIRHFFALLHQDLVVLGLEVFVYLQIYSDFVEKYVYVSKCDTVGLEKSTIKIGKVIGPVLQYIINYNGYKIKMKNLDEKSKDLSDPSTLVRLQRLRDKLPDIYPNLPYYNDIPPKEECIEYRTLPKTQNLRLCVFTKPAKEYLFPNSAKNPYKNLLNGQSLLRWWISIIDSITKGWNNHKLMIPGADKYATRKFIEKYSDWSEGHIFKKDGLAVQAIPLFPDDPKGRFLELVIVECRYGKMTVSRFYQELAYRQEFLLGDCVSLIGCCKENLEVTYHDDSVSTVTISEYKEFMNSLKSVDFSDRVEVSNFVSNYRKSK
CAL PDZ FP-1: inhibitors of human CAL PDZ peptide binding; Q9HD26; purified CAL PDZ, TMR-peptide fluorescence polarization, 1 h; inhibition, % at 20 µM; 330,000 compounds, 0.02% hits; AID 504414;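 active = highest replicate inhibition of at least 40%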;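 note: plate controls were DMSO neutral control wells for no effect and unlabeled competitor peptide control wells for full effect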
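Control set: unlabelled peptide and DMSO controls / Material: purified CerCALP PDZ construct / Timing: 1 h incubation at room temperature before polarization reading / Doses: 20 µM, one dose / Detection: fluorescence polarization (mP)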
CAL PDZ FP-2: blocks peptide binding to the human CAL PDZ domain; purified CAL PDZ, TMR-peptide fluorescence polarization, 1 h; inhibition, % at 24.9 µM; 300,000 compounds, 0.92% hits; AID 602252;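 active = mean inhibition of at least 30% with at least half of replicates also reaching 30%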;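 note: 0% = DMSO neutral control and 100% = excess unlabeled competitor peptide PRC23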
Keap1 Nrf2 FP: disrupts human Keap1 binding to Nrf2 peptide; inhibition, % at 9.4 µM; 340,000 compounds, 0.15% hits; AID 504523; Keap1 Kelch-Nrf2 peptide fluorescence polarization, 1536-well; Q14145; in the data active = inhibition above about 12%;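 note: human Keap1 Kelch domain with fluorescein labeled Nrf2 9mer peptide probe; 0% = neutral control wells and 100% = peptide positive control; higher means more block of Keap1 binding to Nrf2 peptide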
PKA-R2B activ: PKA-R2B complex activation; 340,000 compounds, 0.079% hits; PKA-R2B holoenzyme dissociation, Cy5-IP20 fluorescence polarization; R2B truncated from residue 108, S112A mutant; 0% DMSO only, 100% 113 µM cGMP; AID 504700; activation, % at 11.4 µM;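 active = activation above a cutoff set at the mean over all compounds plus 3 SD, cut at about 18% in these data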;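 note: higher means more holoenzyme dissociation and a rise in polarization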
Target sequence (P31323 whole entry, looked up, other chains not shown, the tested form may be a part): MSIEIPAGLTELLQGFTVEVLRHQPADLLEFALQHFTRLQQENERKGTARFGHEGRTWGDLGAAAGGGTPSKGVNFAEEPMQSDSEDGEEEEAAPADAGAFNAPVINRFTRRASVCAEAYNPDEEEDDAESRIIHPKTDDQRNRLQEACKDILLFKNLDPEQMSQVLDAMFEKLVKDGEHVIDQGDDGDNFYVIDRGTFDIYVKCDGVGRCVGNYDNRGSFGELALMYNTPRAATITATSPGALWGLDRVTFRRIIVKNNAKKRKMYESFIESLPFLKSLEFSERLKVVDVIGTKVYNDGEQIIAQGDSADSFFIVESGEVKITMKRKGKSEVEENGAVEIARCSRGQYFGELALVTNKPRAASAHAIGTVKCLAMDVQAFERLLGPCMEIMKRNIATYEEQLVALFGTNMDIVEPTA
LANA DNA inh: blocks KSHV LANA C-terminal domain binding to DNA; MBP-C-LANA/FAM-LBS DNA binding, fluorescence polarization; inhibition, % at 9 µM; 340,000 compounds, 0.078% hits; AID 504423;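 active = highest replicate inhibition at or above 60% at 9 µM, even if other replicates fall short; inactive = all replicates below 60% inhibition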;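 note: 0% = neutral control wells and 100% = 4 µM acridine orange control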
RTF Ca sens act: increases calcium sensitivity of human cardiac regulated thin filaments; 340,000 compounds, 0.24% hits; activation, % at 7.2 µM; IANBD-labeled TnC RTF fluorescence at EC20 calcium; 0% EC20 calcium, 100% full calcium;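 active = activation above the mean over all tested compounds plus 3 SD, cut at about 30% in these data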;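 note: rise in fluorescence read as greater calcium sensitivity of cardiac thin filaments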
SR-BI uptake up: enhances SR-BI lipid uptake from DiI-HDL; CHO ldlA[mSR-BI] cells, DiI-HDL uptake fluorescence, 3 h; 100 = double the neutral-control signal; activation, % at 12.5 µM; 320,000 compounds, 0.096% hits;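 active = mean replicate activation of at least 60% and every replicate at or above 60%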;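 note: 0% = median plate neutral-control signal and 100% = twice that signal; values of inactives mirror those of a sister screen read the other way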
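Test system: SR-BI-overexpressing, LDLR-lacking CHO cells. Measured by: DiI fluorescence, bottom read. Medium: Ham's F12 with 0.5% BSA, HEPES 25 mM, pH 7.4. Timing: 3 h uptake period with compound, 37 °C.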
DAGLB inh: diacylglycerol lipase beta (human) inhibition. AID 504411. 340,000 compounds, 0.059% hits. HEK293T DAGLB membrane lysate, EnzChek fluorogenic substrate. inhibition, % at 5.17 µM. Q8NCG7; in the data active = inhibition above about 34%;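 note: 0% = enzyme with vehicle and 100% = wells lacking enzyme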
Active calls of the source: *. Rows are unselected; any-hit rate near 1.6%.

Results for CNCC(O)c1ccc(O)c(O)c1 (stereo unspecified) ?
RTF Ca sens inh: 7; Rtt109 HAT inh: 2; CAL PDZ FP-1: -0.7; CAL PDZ FP-2: -2; Keap1 Nrf2 FP: -4; PKA-R2B activ: 1; LANA DNA inh: 0.8; RTF Ca sens act: -1; SR-BI uptake up: 7; DAGLB inh: 0

What do the screens show for `CCCC(=O)Nc1ccc2oc(-c3ccc(OC)c(Br)c3)nc2c1`?
RTF Ca sens inh: -5; Rtt109 HAT inh: 5; CAL PDZ FP-1: -3.0; Keap1 Nrf2 FP: -3; PKA-R2B activ: -4; LANA DNA inh: 1.4; RTF Ca sens act: -2; SR-BI uptake up: -51; DAGLB inh: 0

What do the screens show for `COc1ccc(/C=C/CN2CCCC(CO)(Cc3cccc(Cl)c3)C2)cc1` (stereo unspecified)?
RTF Ca sens inh: 0; Rtt109 HAT inh: 13; CAL PDZ FP-1: -2.0; CAL PDZ FP-2: 54*; Keap1 Nrf2 FP: 2; PKA-R2B activ: -7; LANA DNA inh: 0.4; RTF Ca sens act: 4; SR-BI uptake up: 2; DAGLB inh: -2

What do the screens show for `CCCCn1nnc(N(C(=O)c2cccs2)C(=O)c2cccs2)n1`?
RTF Ca sens inh: -16; Rtt109 HAT inh: -2; CAL PDZ FP-1: -0.8; CAL PDZ FP-2: -1; Keap1 Nrf2 FP: -9; PKA-R2B activ: -4; LANA DNA inh: 2.1; RTF Ca sens act: 6; SR-BI uptake up: -4; DAGLB inh: 6

What do the screens show for `Cc1ccc(/C(N)=N/OC(=O)c2ccc(C)cc2Cl)cc1`?
RTF Ca sens inh: -12; Rtt109 HAT inh: 2; CAL PDZ FP-1: -0.5; CAL PDZ FP-2: -5; Keap1 Nrf2 FP: -3; PKA-R2B activ: -1; LANA DNA inh: -2.3; RTF Ca sens act: 5; SR-BI uptake up: -10; DAGLB inh: -15

What do the screens show for `O=[N+]([O-])c1ccccc1OCCCn1cnc2ccccc21`?
RTF Ca sens inh: 0; Rtt109 HAT inh: 3; CAL PDZ FP-1: 0.3; CAL PDZ FP-2: -6; Keap1 Nrf2 FP: -2; PKA-R2B activ: -2; LANA DNA inh: -0.7; RTF Ca sens act: 0; SR-BI uptake up: 17; DAGLB inh: 0

Results for Cc1ccc(CN2C(=O)CSc3ccc(C(=O)NC4CC4)cc32)cc1 ?
RTF Ca sens inh: -11; Rtt109 HAT inh: 5; CAL PDZ FP-1: -2.5; CAL PDZ FP-2: 0; Keap1 Nrf2 FP: -1; PKA-R2B activ: -14; LANA DNA inh: -1.1; RTF Ca sens act: 7; SR-BI uptake up: -1; DAGLB inh: -1

How did CCN(CC)c1ccc(/C=N/N2CCOCC2)c(O)c1 do in these assays?
RTF Ca sens inh: -13; Rtt109 HAT inh: 0; CAL PDZ FP-1: -0.2; CAL PDZ FP-2: -2; Keap1 Nrf2 FP: -1; PKA-R2B activ: 2; LANA DNA inh: 1.9; RTF Ca sens act: 7; SR-BI uptake up: 28; DAGLB inh: 2

What do the screens show for `COc1ccccc1NS(=O)(=O)c1ccc(C)c(C(=O)N2CCCC2)c1`?
RTF Ca sens inh: -10; Rtt109 HAT inh: -4; CAL PDZ FP-1: -0.5; CAL PDZ FP-2: -1; Keap1 Nrf2 FP: 5; PKA-R2B activ: -12; LANA DNA inh: -1.3; RTF Ca sens act: -3; SR-BI uptake up: 17; DAGLB inh: -5

How did Cc1cc(C)n(C(=O)c2ccc(NC(=O)C3CC3)cc2)n1 do in these assays?
RTF Ca sens inh: 1; Rtt109 HAT inh: 2; CAL PDZ FP-1: -1.1; CAL PDZ FP-2: -11; Keap1 Nrf2 FP: -6; PKA-R2B activ: 2; LANA DNA inh: 0.3; RTF Ca sens act: -4; SR-BI uptake up: -27; DAGLB inh: -3

Results for CCCC(=O)Nc1cc(C)cn(Cc2c(F)cccc2Cl)c1=O ?
RTF Ca sens inh: 2; Rtt109 HAT inh: -4; CAL PDZ FP-1: 1.1; CAL PDZ FP-2: 3; Keap1 Nrf2 FP: -5; PKA-R2B activ: 7; LANA DNA inh: 1.9; RTF Ca sens act: 6; SR-BI uptake up: -25; DAGLB inh: -1

How did COc1ccc(OCC(=O)Nc2ccc(N3CCN(C(=O)c4ccccc4)CC3)c(Cl)c2)cc1 do in these assays?
RTF Ca sens inh: -1; Rtt109 HAT inh: 2; CAL PDZ FP-1: -1.6; CAL PDZ FP-2: -1; Keap1 Nrf2 FP: 3; PKA-R2B activ: 0; LANA DNA inh: 0.1; RTF Ca sens act: 3; SR-BI uptake up: -68; DAGLB inh: -6

How did Cc1ccc(S(=O)(=O)NCC(=O)OCC(=O)N2N=C(c3ccc(Cl)cc3)CC2c2ccco2)cc1C (stereo unspecified) do in these assays?
RTF Ca sens inh: -2; Rtt109 HAT inh: -3; CAL PDZ FP-1: -4.0; CAL PDZ FP-2: 2; Keap1 Nrf2 FP: -6; PKA-R2B activ: 4; LANA DNA inh: 0.7; RTF Ca sens act: 1; SR-BI uptake up: -40; DAGLB inh: -1

How did CC(=O)c1cccc(Nc2nc3ccccc3n3cnnc23)c1 do in these assays?
RTF Ca sens inh: -1; Rtt109 HAT inh: 12; CAL PDZ FP-1: -1.8; CAL PDZ FP-2: -4; Keap1 Nrf2 FP: -4; PKA-R2B activ: -2; LANA DNA inh: -1.0; RTF Ca sens act: -3; SR-BI uptake up: -15; DAGLB inh: 0

What do the screens show for `COc1ccc(S(=O)(=O)N2CCCCC2)cc1NC(=O)Cc1sc(C)nc1-c1ccc(F)cc1`?
RTF Ca sens inh: 4; Rtt109 HAT inh: 6; CAL PDZ FP-1: -0.7; CAL PDZ FP-2: 3; Keap1 Nrf2 FP: -8; PKA-R2B activ: -2; LANA DNA inh: 0.3; RTF Ca sens act: -13; SR-BI uptake up: -36; DAGLB inh: -2

How did O=C(Cn1nc(C(F)(F)F)c2c1CCC2)N1CCN(c2ccccc2)CC1 do in these assays?
RTF Ca sens inh: -3; Rtt109 HAT inh: 11; CAL PDZ FP-1: -1.1; CAL PDZ FP-2: 5; Keap1 Nrf2 FP: 3; PKA-R2B activ: 0; LANA DNA inh: 0.6; RTF Ca sens act: -3; SR-BI uptake up: -10; DAGLB inh: -3

Results for Cn1cccc1/C=C1\SC(=Nc2ccc(O)cc2)NC1=O ?
RTF Ca sens inh: 7; Rtt109 HAT inh: -2; CAL PDZ FP-1: 0.0; CAL PDZ FP-2: -2; Keap1 Nrf2 FP: -1; PKA-R2B activ: 0; LANA DNA inh: 2.2; RTF Ca sens act: -3; SR-BI uptake up: -16; DAGLB inh: -1

Results for O=C(NNC(=O)c1ccccc1O)c1ccc(NS(=O)(=O)c2ccc(F)cc2)cc1 ?
RTF Ca sens inh: 3; Rtt109 HAT inh: 37; CAL PDZ FP-1: -3.0; CAL PDZ FP-2: 8; Keap1 Nrf2 FP: 1; PKA-R2B activ: -12; LANA DNA inh: -0.3; RTF Ca sens act: -13; SR-BI uptake up: -87; DAGLB inh: 4

What do the screens show for `CC(=O)N1c2ccc(S(=O)(=O)N3CCC(C(=O)Nc4cccc(C(F)(F)F)c4)CC3)cc2CC1C` (stereo unspecified)?
RTF Ca sens inh: -16; Rtt109 HAT inh: 4; CAL PDZ FP-1: -2.5; CAL PDZ FP-2: -2; Keap1 Nrf2 FP: -9; PKA-R2B activ: -3; LANA DNA inh: -0.3; RTF Ca sens act: -4; SR-BI uptake up: -20; DAGLB inh: -2

Results for COc1ccc(NC(=O)COC(=O)CN2C(=O)C3CCCCC3C2=O)cc1OC (stereo unspecified) ?
RTF Ca sens inh: -4; Rtt109 HAT inh: 9; CAL PDZ FP-1: 0.4; CAL PDZ FP-2: -3; Keap1 Nrf2 FP: -3; PKA-R2B activ: 13; LANA DNA inh: -1.7; RTF Ca sens act: -1; SR-BI uptake up: 22; DAGLB inh: -1

Pulled by structure from the list above (three):
How did O=C(Cn1nc(C(F)(F)F)c2c1CCC2)N1CCN(c2ccccc2)CC1 do in these assays?
RTF Ca sens inh: -3; Rtt109 HAT inh: 11; CAL PDZ FP-1: -1.1; CAL PDZ FP-2: 5; Keap1 Nrf2 FP: 3; PKA-R2B activ: 0; LANA DNA inh: 0.6; RTF Ca sens act: -3; SR-BI uptake up: -10; DAGLB inh: -3

What do the screens show for `COc1ccccc1NS(=O)(=O)c1ccc(C)c(C(=O)N2CCCC2)c1`?
RTF Ca sens inh: -10; Rtt109 HAT inh: -4; CAL PDZ FP-1: -0.5; CAL PDZ FP-2: -1; Keap1 Nrf2 FP: 5; PKA-R2B activ: -12; LANA DNA inh: -1.3; RTF Ca sens act: -3; SR-BI uptake up: 17; DAGLB inh: -5

What do the screens show for `CC(=O)N1c2ccc(S(=O)(=O)N3CCC(C(=O)Nc4cccc(C(F)(F)F)c4)CC3)cc2CC1C` (stereo unspecified)?
RTF Ca sens inh: -16; Rtt109 HAT inh: 4; CAL PDZ FP-1: -2.5; CAL PDZ FP-2: -2; Keap1 Nrf2 FP: -9; PKA-R2B activ: -3; LANA DNA inh: -0.3; RTF Ca sens act: -4; SR-BI uptake up: -20; DAGLB inh: -2

Later entries:
How did Cc1ccc2nc(Nc3nc(CSc4nc5ccccc5s4)cc(=O)[nH]3)nc(C)c2c1 do in these assays?
RTF Ca sens inh: -7; Rtt109 HAT inh: 1; CAL PDZ FP-1: -2.4; CAL PDZ FP-2: -5; Keap1 Nrf2 FP: -1; PKA-R2B activ: 0; LANA DNA inh: 0.5; RTF Ca sens act: 2; SR-BI uptake up: -22; DAGLB inh: 1

How did O=C1CN(C(=O)COc2ccc(F)cc2Br)c2ccccc2N1 do in these assays?
RTF Ca sens inh: -7; Rtt109 HAT inh: 0; CAL PDZ FP-1: -5.0; CAL PDZ FP-2: 67*; Keap1 Nrf2 FP: -5; PKA-R2B activ: -3; LANA DNA inh: -3.5; RTF Ca sens act: 3; SR-BI uptake up: -13; DAGLB inh: -1

What do the screens show for `CC(=C/c1ccccc1)/C=N/n1cnnc1`?
RTF Ca sens inh: 2; Rtt109 HAT inh: 1; CAL PDZ FP-1: -0.1; CAL PDZ FP-2: -2; Keap1 Nrf2 FP: -3; PKA-R2B activ: -2; LANA DNA inh: -0.5; RTF Ca sens act: 2; SR-BI uptake up: -21; DAGLB inh: -1

How did Cc1c(N=c2scc(-c3ccccc3)n2C)c(=O)n(-c2ccccc2)n1C do in these assays?
RTF Ca sens inh: -1; Rtt109 HAT inh: -1; CAL PDZ FP-1: 0.5; CAL PDZ FP-2: 2; Keap1 Nrf2 FP: -3; PKA-R2B activ: 2; LANA DNA inh: -0.5; RTF Ca sens act: 3; SR-BI uptake up: 5; DAGLB inh: 0

Screening data (PubChem BioAssay)
